a7 integrin act = activators of alpha7 integrin expression for muscular dystrophy; 350,000 compounds, 0.064% hits; alpha7betagal myoblasts, beta-gal FDG fluorescence, 48 h; Potency, µM (doses to about 38.3 µM), without a hit: at the highest dose activation, hits mostly activators; active means well fitted activation curve with a large enough effect;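 further: 100% = response of the positive control SU9516; nearly all actives have a fitted effect of over 60% in size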
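alpha7betagal+/- myoblasts (passage 13, 250/well) treated 48 h at 37C with compounds at 1:260 dilution of DMSO stock. Lysed, then beta-galactosidase activity read as FDG fluorescence (ex 480/em 540) after 30 min, with pre-read for autofluorescence.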
* = called active by the depositor; [ ] = another dose, or the depositor's remark. Potency means the concentration at half of the fitted maximal effect.

SMILES | a7 integrin act
C[C@@H]1CCCCO[C@@H](CN(C)S(=O)(=O)c2ccccc2)[C@@H](C)CN([C@H](C)CO)C(=O)c2cc(NS(=O)(=O)c3ccc(F)cc3)ccc2O1 | -36%
CN[C@H]1C[C@H]2c3[nH]c4ccc(-c5ccc(OC)cc5)cc4c3CCN2C(=O)[C@H]1[C@H](C)O | -56%[inhibitor]
CN(C)CCCNC(=S)N1CCC(C(=O)c2ccc(Cl)cc2)CC1 | -60%[inhibitor]
COc1cc(NS(=O)(=O)c2ccc(C)cc2)c2c(c1N)C(=O)c1ccccc1C2=O | -3%
C[C@@H]1CN([C@H](C)CO)C(=O)CCCn2nncc2CO[C@H]1CN(C)C(=O)CCC(F)(F)F | -18%
CCCn1c(CC)nc([N+](=O)[O-])c1Sc1ncn[nH]1 | -33%
CCOC(COC(=O)c1ccccc1C(=O)O)c1ccccc1 (centres undefined) | 19%
Cc1cc(C)c(C(=O)COC(=O)c2cccc(S(=O)(=O)N3CCOCC3)c2)cc1C | 3%
Cc1ccc(S(=O)(=O)N2C[C@]3(O)C[C@@H]4C(=O)N(c5ccccc5)C(=O)[C@@H]4C[C@]3(OC(=O)NC3CCCC3)C2)cc1 | -1%
O=S1(=O)CCN(CCCCc2ccccc2)CC1 | 7%
CC(=O)c1ccc(N2CCN(C(=O)COc3ccc4ccccc4c3)CC2)cc1 | 14%
COc1ccccc1C(=O)NCCCNc1nc2cc(C)cc(C)c2cc1C#N | 4%

Taken from the results shown for reference:
SMILES | a7 integrin act
Cc1cc(C)c(C(=O)COC(=O)c2cccc(S(=O)(=O)N3CCOCC3)c2)cc1C | 3%
Cc1ccc(S(=O)(=O)N2C[C@]3(O)C[C@@H]4C(=O)N(c5ccccc5)C(=O)[C@@H]4C[C@]3(OC(=O)NC3CCCC3)C2)cc1 | -1%
O=S1(=O)CCN(CCCCc2ccccc2)CC1 | 7%
CC(=O)c1ccc(N2CCN(C(=O)COc3ccc4ccccc4c3)CC2)cc1 | 14%
COc1ccccc1C(=O)NCCCNc1nc2cc(C)cc(C)c2cc1C#N | 4%

(listing goes on)
SMILES | a7 integrin act
O[C@@H]1CN(Cc2cccs2)[C@@H](c2ccccc2)C[C@H]1n1cc(-c2ccc(F)cc2)nn1 | -5%
O=C1CSC(=S)N1N=Cc1ccc(OCc2ccccc2)cc1 | 14%
CCN(c1ccccc1)S(=O)(=O)c1ccc(C(=O)N2CCN(c3ccccc3F)CC2)cc1 | 8%
CC(C)COC(=O)N(C)C[C@@H]1OCc2cnnn2CCCC(=O)N([C@@H](C)CO)C[C@@H]1C | -13%
O=C(Nc1ccn(CCCN2CCN(Cc3cccc4ccccc34)CC2)c(=O)n1)OCc1ccccc1 | -55%[inhibitor]
COc1c(Cl)c(=O)oc2ccc(Cl)cc12 | 3%
COc1cc(NCCCn2cnc3c(OC)ncnc32)cc(OC)c1OC | -13%
COc1ccccc1NC(=O)N(C)C[C@H]1Oc2cc(Br)ccc2S(=O)(=O)N([C@H](C)CO)C[C@H]1C | 9%
CCN(C(=O)CN1C(=O)NC2(CCC(C)CC2)C1=O)C1CCCCC1 (centres undefined) | -2%
COCCN(C(=O)COC(=O)C1CC(=O)N(c2ccc(C)cc2)C1)c1c(N)n(Cc2ccccc2)c(=O)[nH]c1=O (centres undefined) | 18%
Cc1c(NC(=O)COC(=O)/C=C/c2cccc(F)c2)c(=O)n(-c2ccccc2)n1C | 23%
CCCCn1c(N)c(N(CC(C)C)C(=O)CC(NC(=O)c2ccccc2Cl)c2ccccc2)c(=O)[nH]c1=O (centres undefined) | 5%
O=C(OCc1cn([C@@H]2C[C@H](c3ccc(Cl)cc3)N(C(=O)C3CCCCC3)C[C@H]2O)nn1)c1ccccc1 | -24%
CC(OC(=O)C1=COCCO1)C(=O)NC1CCCCC1 (centres undefined) | 3%
COCOCCn1cc(CN2CCS(=O)(=O)N(Cc3ccc(-c4ccc(F)cc4)cc3)C(CC(C)C)C2=O)nn1 (centres undefined) | -10%
CCCn1c(SCC(=O)N(C)C2CCCCC2)n[nH]c1=O | 10%
CC1=C(C(=O)N(C)C)CC(CC(=O)NCCCCc2ccccc2)C(=O)N1CCC1=CCCCC1 (centres undefined) | -15%
COc1ccccc1NC(=O)N(C)C[C@@H]1Oc2ncc(Br)cc2C(=O)N([C@H](C)CO)C[C@@H]1C | 3%
O=C(CN1C(=O)c2ccccc2C1=O)NC1CCS(=O)(=O)C1 (centres undefined) | -12%
O=C1OC(c2ccccc2)=CC1=Cc1ccccc1O | -9%
C[C@H]1CN([C@@H](C)CO)C(=O)CCCn2nncc2CO[C@@H]1CN(C)C(=O)Nc1ccnc(N2CCOCC2)c1 | 1%
C[C@@H]1CN([C@@H](C)CO)C(=O)CCCn2nncc2CO[C@@H]1CN(C)S(=O)(=O)c1cn(C)cn1 | 18%
C[C@@H]1CCCCO[C@@H](CN(C)C(=O)Cc2ccccc2)[C@@H](C)CN([C@H](C)CO)C(=O)c2cc(NC(=O)C3CCCCC3)ccc2O1 | -21%
O=c1cnc2ccccc2n1Cc1ccccc1 | -4%
Cc1cc2nc[nH]c(=O)n2n1 | -1%
COc1ncnc2c1ncn2CCCN1CCN(Cc2cccc3ccccc23)CC1 | 3%
NS(=O)(=O)c1cccc(C(=O)N2CCCc3ccccc32)c1 | 0%
Cc1cccc(NC(=O)CN2C(=O)C3CC=CCC3C2=O)c1C (centres undefined) | 20%
C[C@@H]1CN([C@H](C)CO)C(=O)CCCn2nncc2CO[C@H]1CN(C)C(=O)Nc1ccc2c(c1)OCO2 | 2%
O=C(Nc1cccc(C(=O)O)c1)/C(=C\c1ccccc1)NC(=O)c1ccco1 | -16%
O=[N+]([O-])c1cccnc1Nc1ccc(Cl)cc1 | -6%
COCCNC(=S)N(CCCO)Cc1cc2cc3c(cc2[nH]c1=O)OCO3 | -9%
COc1cccc(CNC(=O)COC(=O)c2ccc(-c3ccc(O)cc3)cc2)c1 | -47%
CC#CCOCC1CNC(=O)O1 (centres undefined) | -4%
C#CCOc1ccc(/C=C2/C(=O)N(c3ccc(S(N)(=O)=O)cc3)N=C2C)cc1OC | 3%
CCOC(=O)C(CC1=CS(=O)(=O)c2ccc(Cl)cc21)(NC(C)=O)C(=O)OCC | 5%
CC(C)Cn1c(SCC(=O)NC2CC2)nc2ccc(Cl)cc2c1=O | -14%
C[C@@H]1CN([C@H](C)CO)C(=O)CCCn2cc(nn2)CO[C@H]1CN(C)C(=O)Nc1ccc(F)cc1 | -10%
CC(C)NC(=O)Nc1ccc2c(c1)C(=O)N([C@@H](C)CO)C[C@@H](C)[C@H](CN(C)Cc1ccccc1)OCCCC[C@H](C)O2 | -17%
CCCCN(C(=O)CC1CCCCC1)c1c(N)n(CCCC)c(=O)[nH]c1=O | -3%
CCOC(=O)C1(C(=O)OCC)C(C)CC(=O)N1c1ccccc1OC (centres undefined) | -2%
COC(=O)c1c(C)[nH]c(C(=O)COC(=O)CCc2ccc(OC)c(OC)c2)c1C | -11%
COc1ccc(C(CNC(=O)CNC(=O)c2cccc(F)c2)N2CCOCC2)cc1 (centres undefined) | 26%
C[C@H]1CN([C@@H](C)CO)C(=O)c2cc(Br)cnc2O[C@H]1CN(C)C(=O)Cc1ccccn1 | 7%
CN(Cc1ccc(Cl)cc1Cl)C(=O)Cc1ccc(S(=O)(=O)N2CCOCC2)s1 | -1%
CCCn1c(=O)c(C(=O)Nc2ccccc2N)c(O)c2ccccc21 | -6%
CC(=O)c1ccc(OCC(=O)OCC(=O)c2ccc(S(=O)(=O)N3CCCCC3)cc2)cc1 | -18%
CNC(=O)C[C@@H]1C(=O)N(c2ccc(Br)cc2)CC1(C)C | 13%
COc1ccc(-c2cc3nc(-c4ccccc4)cc(N4CCN(C(C)=O)CC4)n3n2)cc1 | 15%
O=C(COc1ccc(S(=O)(=O)N2CCCC2)cc1[N+](=O)[O-])N1CCCCC1 | -13%
CCOc1ccc(NS(=O)(=O)c2ccc(Cl)c(N=Nc3c(O)[nH]c(=S)[nH]c3=O)c2)cc1Br | 3%
CCC(C)C(NC(=O)c1ccccc1)C(=O)N1CCN(C(=O)c2ccccc2)CC1 (centres undefined) | 0%
N#CCCN(C(=S)Nc1ccc(Cl)c(Cl)c1)C1CCCCC1 | 6%
Cc1ccc(CNC(=O)CN2NS(=O)(=O)c3ccccc3C2=O)cc1 | 7%
COc1ccccc1NC(=O)c1oc2ccccc2c1C | -13%
COc1cc(C(=O)Nc2ccc(C(=O)c3ccncc3)cc2)cc(OC)c1OC | 4%
C#CCN(C[C@@H]1[C@@H](OC(=O)NC2CCCC2)[C@@H](OC(=O)NC2CCCC2)Cn2c(=O)ccc(=O)n21)S(=O)(=O)c1ccc(C)cc1 | -63%[inhibitor]
COC(=O)C(NC(=O)c1ccccc1)C(C)(C)SCc1ccccc1 (centres undefined) | 14%
N=c1ncn(C2OC(CO)C(O)C2O)c2nc(Br)[nH]c12 (centres undefined) | -23%
c1ccc(CNc2ncn[nH]2)cc1 | 7%

More results.
SMILES | a7 integrin act
CCN(CC)C(=O)C(c1ccccc1)S(=O)(=O)N1CCOCC1 (centres undefined) | -6%
C[C@@H](O)CNC(=O)c1[nH]cnc1C(=O)N[C@H](C)c1ccccc1 | -2%
C[C@H](CO)N1C[C@H](C)[C@H](CN(C)C(=O)c2cc(-c3ccccc3)on2)OCc2cnnn2CCCC1=O | -21%
Clc1ccc(-c2nc(CSc3ccccn3)cs2)cc1 | 5%
CC(C)C1C(=O)N(Cc2cn(CCC3OCCCO3)nn2)CCS(=O)(=O)N1Cc1ccc(-c2cccc(CO)c2)cc1 (centres undefined) | 10%
CC(=O)Nc1ccc(S(=O)(=O)CC(=O)CS(=O)(=O)c2ccc(NC(C)=O)cc2)cc1 | -1%
CC(C)NC(=O)Nc1ccc2c(c1)C(=O)N([C@H](C)CO)C[C@H](C)[C@@H](CN(C)S(=O)(=O)c1ccccc1)OCCCC[C@@H](C)O2 | 2%
N#CC1(Nc2ccc3c4c(cccc24)CC3)CCCCC1 | -17%
C[C@@H]1CN([C@H](C)CO)C(=O)CCCn2nncc2CO[C@@H]1CN(C)S(=O)(=O)c1ccccc1C#N | 18%
C[C@@H]1CN([C@@H](C)CO)C(=O)c2cc(Br)cnc2O[C@@H]1CN(C)C(=O)CN(C)C | 21%
Cc1cc(C(=O)CCC(=O)Nc2ccc(C(N)=O)cc2)c(C)s1 | 4%
CCc1cccc(NC(=O)CSc2nc(C)cs2)c1 | -8%
COC(=O)N(C)C[C@H]1OCc2cnnn2CCCC(=O)N([C@@H](C)CO)C[C@H]1C | -22%
C[C@H]1CN([C@@H](C)CO)S(=O)(=O)c2ccc(/C=C/c3ccccc3)cc2O[C@H]1CN(C)C(=O)NC1CCCCC1 | -59%[inhibitor]
CC1Cc2nc(SCC(=O)NCC3CCCO3)n(-c3ccccc3)c(=O)c2S1 (centres undefined) | -3%
C[C@@H]1CN([C@@H](C)CO)C(=O)c2cc(NC(=O)Nc3ccccc3)ccc2O[C@@H](C)CCCCO[C@H]1CN(C)C(=O)Nc1ccc(C(F)(F)F)cc1 | -12%
C[C@H](CO)N1C[C@H](C)[C@@H](CN(C)S(=O)(=O)c2cn(C)cn2)OCc2cn(nn2)CCCC1=O | 0%
CCOC(=O)CNC(=O)N1C[C@H]2CON(C)[C@H]2C[C@H]1c1ccccc1Br | 13%
CCCCCCn1c(=O)n2n(c1=O)C[C@]1(OC(=O)Nc3cccs3)CN(S(=O)(=O)c3ccc(C)cc3)C[C@]1(O)C2 | -40%
O=C(COC(=O)COc1ccc(Br)cc1)NC1CCS(=O)(=O)C1 (centres undefined) | 9%
CCc1ccc(N2CC(C(=O)N(CC)CC(=O)Nc3c(F)cccc3F)CC2=O)cc1 (centres undefined) | -2%
CSc1ncnc2c1ncn2CCCN(C)CCc1ccccn1 | 2%
CC(C)N(Cc1nnc(-c2ccccc2Cl)o1)C(=O)COc1cccc(Cl)c1 | 20%
COC(=O)C(=Cc1ccncc1)c1cccc2ccccc12 | 16%

A different layout for seven compounds above:
Structure	a7 integrin act
COc1cc(NS(=O)(=O)c2ccc(C)cc2)c2c(c1N)C(=O)c1ccccc1C2=O	-3%
C[C@@H]1CN([C@@H](C)CO)C(=O)c2cc(NC(=O)Nc3ccccc3)ccc2O[C@@H](C)CCCCO[C@H]1CN(C)C(=O)Nc1ccc(C(F)(F)F)cc1	-12%
N#CC1(Nc2ccc3c4c(cccc24)CC3)CCCCC1	-17%
CC(C)COC(=O)N(C)C[C@@H]1OCc2cnnn2CCCC(=O)N([C@@H](C)CO)C[C@@H]1C	-13%
CC(OC(=O)C1=COCCO1)C(=O)NC1CCCCC1 (centres undefined)	3%
Cc1c(NC(=O)COC(=O)/C=C/c2cccc(F)c2)c(=O)n(-c2ccccc2)n1C	23%
CCOc1ccc(NS(=O)(=O)c2ccc(Cl)c(N=Nc3c(O)[nH]c(=S)[nH]c3=O)c2)cc1Br	3%

(further entries)
SMILES | a7 integrin act
CC1(CCc2ccccc2)NC(=O)N(CC(=O)N2CCc3ccccc32)C1=O (centres undefined) | 2%
CC1NC(=O)c2cc3ccccc3cc2-n2c1nc1cc(F)ccc1c2=O (centres undefined) | 15%
CN(N=Cc1ccc([N+](=O)[O-])cc1)c1ccccn1 | 25%
Cc1n[nH]c2ccc([N+](=O)[O-])cc2c1=O | -16%
O=NN(CCCl)C(=O)NCCc1cccc[n+]1[O-] | 14%
CCOc1ccc(S(=O)(=O)N2CCOCC2)cc1NC(=O)CCN1C(=O)NC2(CCCC2)C1=O | -15%
Cc1ccc(NC(=O)CSCC(=O)N(C)CC(=O)Nc2c(C)cccc2C)cc1 | 4%
CCc1ccc(C(=O)OCC(=O)Nc2c(C)n(C)n(-c3ccccc3)c2=O)cc1 | -1%
Cc1ccc(-c2cc3nc(-c4ccccc4)cc(NCCCO)n3n2)cc1 | 19%
C[C@@H]1CN([C@@H](C)CO)C(=O)c2c(c3ccccc3n2C)-c2ccccc2CO[C@H]1CN(C)C(=O)[C@H](Cc1ccccc1)N(C)C | -15%

Assay outcomes (PubChem)

A portion of the library; count on the stated rates, not on these rows.
